PLC-gamma1 inh = PLC-gamma1 (human) inhibition, primary screen; purified PLC-gamma1, fluorogenic substrate, fluorescence; inhibition, % at 12.2 µM; hit rate 0.84% among 370,000; AID 720700; in the data active = inhibition above about 9.5%
UHRF1 MBD2 ctr = blocks human UHRF1 binding to methylated DNA | inhibition, % at 4.4 µM | UHRF1 binding to methylated oligo, TR-FRET | hit rate 0.75% among 370,000 | Q96T88; in the data active = inhibition above about 21%;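 note: UHRF1 SRA domain binding a hemimethylated CpG hairpin DNA probe; 0% = median of test compound wells and 100% = reference inhibitor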
PLCb3 inh = blocks human PLC-beta3 enzyme activity. Q01970. inhibition, % at 12.2 µM. Purified PLC-beta3, fluorogenic substrate, fluorescence. hit rate 0.18% among 370,000; in the data active = inhibition above about 11%;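 note: 0% = median of compound wells on plate and 100% = full blocker control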
ASAP1 inh = inhibitors of human ASAP1 ArfGAP activity; Q9ULH1; ASAP1-stimulated ARF1 GTP hydrolysis, GDP FP detection; inhibition, % at 16.5 µM; hit rate 0.19% among 360,000; AID 624377; in the data active = inhibition above about 25%;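 note: 0% = vehicle with enzyme and substrate and 100% = no enzyme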
Target sequence (Q9ULH1 325-724 limits assumed): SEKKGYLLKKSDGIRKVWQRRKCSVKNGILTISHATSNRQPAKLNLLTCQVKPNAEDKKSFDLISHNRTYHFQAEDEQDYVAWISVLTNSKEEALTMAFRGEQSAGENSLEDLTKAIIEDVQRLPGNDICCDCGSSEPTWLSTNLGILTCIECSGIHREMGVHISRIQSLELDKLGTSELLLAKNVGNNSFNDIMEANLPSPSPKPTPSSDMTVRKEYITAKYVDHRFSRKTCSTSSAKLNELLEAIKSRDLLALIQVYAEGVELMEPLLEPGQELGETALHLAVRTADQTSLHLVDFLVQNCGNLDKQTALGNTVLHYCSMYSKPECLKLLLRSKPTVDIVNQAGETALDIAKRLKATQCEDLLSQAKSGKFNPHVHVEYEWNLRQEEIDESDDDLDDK
Tn6 DDE FP = inhibitors of Tn6 peptide binding to human fibrin DD(E) | AID 720509 | inhibition, % at 8.3 µM | hit rate 0.21% among 370,000 | Fibrin DD(E) TRITC-Tn6 fluorescence polarization displacement | P02675;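 active = inhibition above a per-campaign cutoff: mean of compounds within control limits plus 3 SD, cut at about 15% in these data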;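 note: 0% = median of all compound wells on the plate and 100% = blocking peptide control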
DDE Tn7 FP inh = DD(E)-Tn7 binding inhibition, primary FP screen; FP displacement of FITC-Tn7 peptide from fibrin DD(E); 0% = median of compound wells per plate; inhibition, % at 8.3 µM; hit rate 0.13% among 370,000; P02675;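 active = inhibition above the mean of compounds falling within the control limits plus 3 SD of them, cut at about 14% in these data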;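 note: 0% = plate median of compound wells and 100% = 10 µM Aha-Tn7 peptide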
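Assay system: Human clot-derived fibrin DD(E) complex | Buffer or medium: Tris/NaCl/CaCl2 buffer, pH 7.8 | Repeats: One replicate per compound | Benchmarks: Aha-Tn7 high control | Measure: % inhibition scaled between sample-field median and high-control FP | Schedule: 10 min plus 3 h, room temperature | Signal: Fluorescence polarization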
ADAM17 inh = ADAM17 inhibition, QFRET primary screen. P78536. recombinant ADAM17, EDANS/DABCYL FRET peptide cleavage. inhibition, % at 6.95 µM. hit rate 0.83% among 370,000;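 active = inhibition above the mean of compounds lying between control limits plus 3 SD, set per campaign, cut at about 8.5% in these data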;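 note: 0% = DMSO-only wells as the low control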
ARFGAP1 inhibitor = inhibitors of rat ARFGAP1; Arfgap1-stimulated ARF1 GTP hydrolysis, GDP FP detection; inhibition, % at 16.5 µM; Q62848; hit rate 0.26% among 360,000;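 active = inhibition above a per-plate limit, mean inhibition of low control wells plus 3 SD, cut at about 25% in these data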;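 note: 0% = DMSO wells with enzyme and 100% = wells lacking Arfgap1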
Target sequence (Q62848 1-136 limits assumed): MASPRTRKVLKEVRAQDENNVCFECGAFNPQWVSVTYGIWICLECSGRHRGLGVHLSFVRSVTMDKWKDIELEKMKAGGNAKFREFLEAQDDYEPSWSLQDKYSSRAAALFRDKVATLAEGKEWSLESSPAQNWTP
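Material – truncated rat Arfgap1 GAP domain · Buffer or medium – HEPES-based buffer, pH 7.5 · Reagent – human ARF1(Δ1-17)-GTP substrate · Dosing – 16.5 µM single point, 1.26% DMSO · Schedule – GTP hydrolysis reaction 2 h at 25 °C · Technique – GDP detection by fluorescence polarization · Benchmarks – No-Arfgap1 wells (100%) versus DMSO full-reaction wells (0%) · Repeats – single replicate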
KLK7 zymogen act = proKLK7 (human) activation, primary screen | P49862 | purified proKLK7, EDANS-DABCYL substrate fluorescence; 100% is mature enzyme control, 0% vehicle | activation, % at 7 µM | hit rate 0.9% among 370,000 | AID 652039;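 active = activation above the mean of all tested compounds plus 3 SD, computed per campaign excluding outliers beyond control limits, cut at about 13% in these data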
MBD2 inh = MBD2-methylated oligo binding inhibition; hit rate 0.31% among 370,000; TR-FRET, MBD2 binding to methylated oligonucleotide; inhibition, % at 4.4 µM; Q9UBB5; in the data active = inhibition above about 13%
Target sequence (Q9UBB5 whole entry, looked up): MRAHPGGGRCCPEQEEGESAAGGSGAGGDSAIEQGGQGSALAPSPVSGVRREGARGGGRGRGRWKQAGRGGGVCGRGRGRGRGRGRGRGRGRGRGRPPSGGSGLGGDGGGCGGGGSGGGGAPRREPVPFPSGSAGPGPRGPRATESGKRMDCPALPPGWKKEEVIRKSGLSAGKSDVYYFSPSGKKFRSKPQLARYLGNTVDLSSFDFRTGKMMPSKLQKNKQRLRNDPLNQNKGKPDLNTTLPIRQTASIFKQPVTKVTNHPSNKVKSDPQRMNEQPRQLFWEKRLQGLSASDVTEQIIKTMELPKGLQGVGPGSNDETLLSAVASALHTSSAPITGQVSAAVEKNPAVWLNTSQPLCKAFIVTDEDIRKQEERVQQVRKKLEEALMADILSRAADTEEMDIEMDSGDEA
* marks the source's active call; other numbers are inactive results; i = inactive.

No.	PLC-gamma1 inh	UHRF1 MBD2 ctr	PLCb3 inh	ASAP1 inh	Tn6 DDE FP	DDE Tn7 FP inh	ADAM17 inh	ARFGAP1 inhibitor	KLK7 zymogen act	MBD2 inh	Structure
1	3	2	2	10	-15	1	-3	-4	-0.1	7	COCCCNC(=S)N1CCC(C(=O)c2ccc(Cl)cc2)CC1
2	-9	1	-17	6	2	2	-12	4	0.5	-1	CCOC(=O)C1=CNS(=O)(=O)NC1c1ccc(C)cc1 (stereo not given)
3	3	-2	4	15	5	-5	2	6	0.0	1	O=C(CCNC(=O)c1ccccc1)Oc1ccc([N+](=O)[O-])cc1
4	0	-2	-4	10	4	0	-6	1	-0.3	-1	COc1cccc(CNC(=O)CCC2CCCN(C(=O)C3CCOCC3)C2)c1 (stereo not given)
5	-25	1	-37	-5	0	8	-4	3	-0.4	-2	COc1ccc(S(=O)(=O)Nc2ncccc2C)c2ccccc12
6	1	2	-9	3	-2	-3	-2	-2	0.8	7	CCOc1ccc(C(C)=O)cc1COC(=O)CN1C(=O)NC2(CCCC2)C1=O
7	-36	-4	-46	-6	3	-10	-15	12	0.1	-1	COc1ccc2nc3sc(C(=O)NCc4cccs4)c(N)c3cc2c1
8	5	-1	0	0	-5	0	-2	-1	-0.3	4	COc1cc2cc(CCCOC(=O)c3ccco3)oc(=O)c2cc1OC
9	i	-9	i	15	-11	2	-3	3	-53	2	CN(C)S(=O)(=O)c1cccc(NC(=S)N/N=C/c2cc(Br)ccc2O)c1
10	2	2	-4	5	1	2	1	-21	-0.3	8	Cc1noc(NS(=O)(=O)c2ccc(NC(=O)c3cc(S(=O)(=O)Nc4ccc(F)cc4)ccc3Cl)cc2)c1C
11	0	0	-1	4	0	-7	3	4	0.9	2	COC(=O)[C@]12CCCCC=C1N(Cc1cccc3ccccc13)C(=O)[C@H](CC(=O)NCCCCc1ccccc1)C2
12	-28	2	-34	-5	2	1	-6	-7	0.4	-2	O=C(Nc1ccc(C(=O)N2CCOCC2)cc1)c1cnn2c(C(F)F)cc(-c3ccccc3)nc12
13	4	5	-10	-1	-13	-8	0	3	-0.6	6	C/C(=N\NC(=O)c1nnn(-c2nonc2N)c1CN1CCc2ccccc21)c1ccccc1O
14	5	0	-5	7	-34	0	5	41*	-0.4	-1	O=C(Nc1ccc(S(=O)(=O)N2CCOCC2)cc1)c1cc(-c2cc(Cl)ccc2O)n[nH]1
15	5	1	3	6	-1	-9	2	8	0.3	-4	C=CCN1C(=O)C2C(C(=O)NCc3ccccc3)C3C=CC2(O3)C1C(=O)NC(C)(C)C (stereo not given)
16	1	-2	2	6	-2	-2	-2	-10	-0.3	3	Cc1cc(C)nc(SCC(=O)Nc2ccccc2[N+](=O)[O-])n1
17	3	0	4	-3	4	-4	-3	-3	0.9	-3	CC(C)CNc1ncnc2c1ncn2[C@H]1CN(Cc2ccc(F)cc2)C[C@@H](CO)O1
18	-23	2	-38	1	0	8	-12	-8	-1.5	-3	CCOC(=O)c1cnc2cc(-c3ccc(C)cc3)nn2c1C
19	2	2	-1	-6	0	-1	-2	-5	-0.1	6	COC(=O)c1ccccc1N(C)S(C)(=O)=O
20	2	2	2	-2	-5	0	-1	1	0.0	-3	O=C1CC(=O)Nc2cc(S(=O)(=O)N3CCOc4ccc(Cl)cc43)ccc2N1
21	4	3	2	2	-6	1	-6	16	-0.6	8	CC(Oc1ccc(F)cc1)C(=O)Nc1ccc(N2CCOCC2)cc1N1CCOCC1 (stereo not given)
22	-1	2	1	-7	-3	4	-1	0	-0.2	2	O=S(=O)(c1ccc2c(c1)OCCO2)N1CCNCC1
23	-1	3	-3	-2	1	3	-4	5	-0.7	2	c1coc(CNc2ncnc3[nH]ncc23)c1
24	4	2	-2	-9	-1	4	0	-5	-0.3	1	Cc1cccc(Nc2nc(N)c([N+](=O)[O-])c(NCCO)n2)c1
25	-6	-3	-11	-15	8	3	-2	1	-0.4	2	Nc1nc(-c2ccccc2)c(CC(=O)O)s1

A different layout for part of the listing above:
17: CC(C)CNc1ncnc2c1ncn2[C@H]1CN(Cc2ccc(F)cc2)C[C@@H](CO)O1
18: CCOC(=O)c1cnc2cc(-c3ccc(C)cc3)nn2c1C
assay / entry	17	18
PLC-gamma1 inh	3	-23
UHRF1 MBD2 ctr	0	2
PLCb3 inh	4	-38
ASAP1 inh	-3	1
Tn6 DDE FP	4	0
DDE Tn7 FP inh	-4	8
ADAM17 inh	-3	-12
ARFGAP1 inhibitor	-3	-8
KLK7 zymogen act	0.9	-1.5
MBD2 inh	-3	-3

The list goes on:
No.	PLC-gamma1 inh	UHRF1 MBD2 ctr	PLCb3 inh	ASAP1 inh	Tn6 DDE FP	DDE Tn7 FP inh	ADAM17 inh	ARFGAP1 inhibitor	KLK7 zymogen act	MBD2 inh	Structure
26	0	5	1	4	0	0	-2	10	0.0	0	CC(C)(C)NC(=O)C(c1ccc(O)cc1)N(C(=O)CCC(=O)Nc1nccs1)c1ccc(F)cc1 (stereo not given)
27	1	-2	-1	3	5	3	6	1	0.4	4	O=C(CN(Cc1ccco1)C(=O)c1ccccc1)Nc1ccc(Cl)c(Cl)c1
28	7	0	3	-1	4	0	5	2	0.1	0	CC(C)C1C(=O)N(Cc2cn(CC3CCCCC3)nn2)CCS(=O)(=O)N1Cc1ccc(-c2ccc(F)nc2)cc1 (stereo not given)
29	3	-6	3	2	-3	-4	-1	0	-1.0	3	O=C(CNC(=O)c1ccco1)N/N=C/c1ccccc1[N+](=O)[O-]
30	0	-1	1	-8	0	-4	0	1	0.1	0	COc1ccc(S(=O)(=O)N2CCN(C(=O)NCc3ccc(OC)c(OC)c3)CC2)cc1
31	0	2	1	5	-1	1	-4	7	-0.3	-1	NC(=O)C1(Nc2ccccc2Cl)CCCC1
32	-1	-3	4	2	3	0	2	-3	0.4	4	CCCSc1ccc([C@H]2N[C@@](C)(C(=O)OC)[C@H]3C(=O)N(C)C(=O)[C@@H]23)cc1
33	3	0	7	-8	-2	7	0	2	0.1	-5	CN1CCN(C(=O)c2cc(Br)cn2C)CC1
34	2	2	1	-4	7	6	-5	10	-0.8	0	CCOc1ccc2nc(N3C(=O)/C(=C/c4ccc(Cl)cc4)NC3=S)sc2c1
35	-4	1	-8	9	-3	-5	2	-2	0.3	0	O=C(N/N=C/c1ccc(O)c(Br)c1)c1cc2c(ccc3ccccc32)o1
36	0	1	0	-10	0	0	-4	-10	-0.1	4	Cc1ccc(CNC(=O)c2cnccn2)cc1
37	5	-1	4	8	-2	2	2	9	0.0	-2	N#C/C(=N/Nc1ccccc1F)C(=N)N1CCOCC1
38	-5	-3	-15	-7	-3	13	2	-4	0.1	-8	O=C(Cc1ccc(Cl)c(Cl)c1)Nc1ccccc1N1CCOCC1
39	-15	5	-21	-9	2	2	-4	1	-7.2	-2	O=C(/C=C/c1ccc(O)c(O)c1)OC(Cc1ccc(O)c(O)c1)C(=O)O (stereo not given)
40	5	4	-4	3	-1	-4	4	-1	15*	4	CC(C)(C)N(Cc1ccccc1)C(=O)COC(=O)Cn1cnc2ccccc2c1=O
41	-31	-3	-52	5	-2	5	-56	3	-17	-2	CC(=O)Oc1[nH]c(=O)c2cccc3c2c1CCC3
42	1	-2	1	-8	-4	7	-2	-14	0.5	-6	CC1CCN(C(=O)COC(=O)c2ccc([N+](=O)[O-])o2)CC1
43	-1	-1	0	4	4	-6	1	-4	-0.4	-6	O=C(NCCc1c[nH]c2ccccc12)C(F)(F)C(F)F
44	1	0	-4	7	0	4	-5	3	0.3	-4	Cc1ccc(CNC(=O)c2cc3c(C)nc4ccccc4c3o2)cc1
45	1	-1	3	-2	4	-2	-3	7	0.1	-1	NC(=O)C1CCN(C(=O)c2ccc(C(F)(F)F)cc2)CC1
46	-10	6	-20	0	-6	10	-2	-7	-0.3	2	O=c1[nH]c2ccc(Cl)cc2c(-c2ccccc2)c1[N+](=O)[O-]
47	0	0	1	-8	-11	4	0	11	-0.4	1	COc1cc(/C=N/NC(=O)c2cccnc2)ccc1OS(=O)(=O)c1ccc(C)cc1

Of the compounds above, 9 contain a Cl atom.
No.	PLC-gamma1 inh	UHRF1 MBD2 ctr	PLCb3 inh	ASAP1 inh	Tn6 DDE FP	DDE Tn7 FP inh	ADAM17 inh	ARFGAP1 inhibitor	KLK7 zymogen act	MBD2 inh	Structure
1	3	2	2	10	-15	1	-3	-4	-0.1	7	COCCCNC(=S)N1CCC(C(=O)c2ccc(Cl)cc2)CC1
10	2	2	-4	5	1	2	1	-21	-0.3	8	Cc1noc(NS(=O)(=O)c2ccc(NC(=O)c3cc(S(=O)(=O)Nc4ccc(F)cc4)ccc3Cl)cc2)c1C
14	5	0	-5	7	-34	0	5	41*	-0.4	-1	O=C(Nc1ccc(S(=O)(=O)N2CCOCC2)cc1)c1cc(-c2cc(Cl)ccc2O)n[nH]1
20	2	2	2	-2	-5	0	-1	1	0.0	-3	O=C1CC(=O)Nc2cc(S(=O)(=O)N3CCOc4ccc(Cl)cc43)ccc2N1
27	1	-2	-1	3	5	3	6	1	0.4	4	O=C(CN(Cc1ccco1)C(=O)c1ccccc1)Nc1ccc(Cl)c(Cl)c1
31	0	2	1	5	-1	1	-4	7	-0.3	-1	NC(=O)C1(Nc2ccccc2Cl)CCCC1
34	2	2	1	-4	7	6	-5	10	-0.8	0	CCOc1ccc2nc(N3C(=O)/C(=C/c4ccc(Cl)cc4)NC3=S)sc2c1
38	-5	-3	-15	-7	-3	13	2	-4	0.1	-8	O=C(Cc1ccc(Cl)c(Cl)c1)Nc1ccccc1N1CCOCC1
46	-10	6	-20	0	-6	10	-2	-7	-0.3	2	O=c1[nH]c2ccc(Cl)cc2c(-c2ccccc2)c1[N+](=O)[O-]
